Bioassay records: PubChem, National Center for Advancing Translational Sciences (NCATS)
PLK1 PBD inh: inhibitors of human PLK1 polo-box domain binding. Plk1 PBD binding of FITC phosphopeptide, fluorescence polarization. P53350. Potency, µM, for the others: max response, negative = inhibition, usual class: inhibitors. actives 2.8% (n = 360,000); further: potency means the concentration at half of the fitted maximal effect; series mostly up to about 57 µM; on the % scale 0 is the no-effect control and ±100 the full control effect; nearly all actives have a fitted effect of over 65% in size
Abeta rescue: A-beta toxicity reversal in yeast; Potency, µM (doses to about 46.1 µM), for the others: at the highest dose growth rescue, hits mostly activators; actives 0.063% (n = 410,000); yeast expressing A-beta42, growth rescue, OD600, 48 h; response scale: 0% DMSO, 100% iron-clioquinol control; further: potency means the concentration at half of the fitted maximal effect; nearly all actives have a fitted effect of over 55% in size
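Yeast A-beta toxicity model in growth medium with pinned compounds, 48 h at 30 C; growth read as absorbance at 600 nm. Normalized to FeCl3/clioquinol equimolar mix (positive) and DMSO (negative).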
EPAC1 agonist: EPAC1 (human) agonism; O95398; EPAC1 agonist qHTS, biochemical assay; response scale: 100% = response to 6.5 mM cAMP; Potency, µM (titrated, usually from 154 µM), for the others: at the highest dose activation, actives largely listed as activators; actives 0.073% (n = 360,000); further: potency means the concentration at half of the fitted maximal effect; nearly all actives have a fitted effect of over 60% in size
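EPAC1 100 nM, Rap1B–BODIPY-GDP 250 nM, unlabeled GDP 50 uM; compound titration; 5 min RT; kinetic read ex480/em540 at 5-min intervals ×30 min; data normalized to 6.5 mM cAMP agonist control.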
aSyn rescue: rescues yeast growth from alpha-synuclein toxicity; AID 652106; Potency, µM (highest dose often 46.1 µM), for the others: at the top dose growth rescue (activation), hits mostly activators; Yeast expressing alpha-synuclein, growth rescue, BacTiter-Glo, 24 h; actives 0.14% (n = 370,000); further: potency means the concentration at half of the fitted maximal effect; % of control where 0% means no effect; nearly all actives have a fitted effect of over 65% in size
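Galactose-induced alpha-syn yeast (OD600=0.02, raffinose-pregrown) + pinned cpd, 24 hr, 30 deg C; growth by BacTiter-Glo luminescence. Growth restoration scores as activation.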
EPAC1 antagonist: antagonists of human EPAC1. O95398. EPAC1 GEF assay, Rap1b-BODIPY-GDP exchange fluorescence. Potency, µM (series often up to 115 µM), for the others: top-dose activity change, negative = inhibition, usual class: inhibitors. actives 0.14% (n = 360,000). AID 720709;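 further: potency means the concentration at half of the fitted maximal effect; plate controls were vehicle for no effect and positive control for full effect; nearly all actives have a fitted effect of over 50% in size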
WRN inhibitor: blocks human WRN helicase. Q14191. WRN helicase unwinding, fluorescent forked duplex, kinetic. Potency, µM (titrated, usually from 114 µM), inactives show top-dose activity change, negative = inhibition, usual class: inhibitors. actives 0.46% (n = 360,000). AID 651768; further: potency means the concentration at half of the fitted maximal effect; on the % scale 0 is the no-effect control and ±100 the full control effect; nearly all actives have a fitted effect of over 55% in size
Target sequence (Q14191 whole entry, looked up): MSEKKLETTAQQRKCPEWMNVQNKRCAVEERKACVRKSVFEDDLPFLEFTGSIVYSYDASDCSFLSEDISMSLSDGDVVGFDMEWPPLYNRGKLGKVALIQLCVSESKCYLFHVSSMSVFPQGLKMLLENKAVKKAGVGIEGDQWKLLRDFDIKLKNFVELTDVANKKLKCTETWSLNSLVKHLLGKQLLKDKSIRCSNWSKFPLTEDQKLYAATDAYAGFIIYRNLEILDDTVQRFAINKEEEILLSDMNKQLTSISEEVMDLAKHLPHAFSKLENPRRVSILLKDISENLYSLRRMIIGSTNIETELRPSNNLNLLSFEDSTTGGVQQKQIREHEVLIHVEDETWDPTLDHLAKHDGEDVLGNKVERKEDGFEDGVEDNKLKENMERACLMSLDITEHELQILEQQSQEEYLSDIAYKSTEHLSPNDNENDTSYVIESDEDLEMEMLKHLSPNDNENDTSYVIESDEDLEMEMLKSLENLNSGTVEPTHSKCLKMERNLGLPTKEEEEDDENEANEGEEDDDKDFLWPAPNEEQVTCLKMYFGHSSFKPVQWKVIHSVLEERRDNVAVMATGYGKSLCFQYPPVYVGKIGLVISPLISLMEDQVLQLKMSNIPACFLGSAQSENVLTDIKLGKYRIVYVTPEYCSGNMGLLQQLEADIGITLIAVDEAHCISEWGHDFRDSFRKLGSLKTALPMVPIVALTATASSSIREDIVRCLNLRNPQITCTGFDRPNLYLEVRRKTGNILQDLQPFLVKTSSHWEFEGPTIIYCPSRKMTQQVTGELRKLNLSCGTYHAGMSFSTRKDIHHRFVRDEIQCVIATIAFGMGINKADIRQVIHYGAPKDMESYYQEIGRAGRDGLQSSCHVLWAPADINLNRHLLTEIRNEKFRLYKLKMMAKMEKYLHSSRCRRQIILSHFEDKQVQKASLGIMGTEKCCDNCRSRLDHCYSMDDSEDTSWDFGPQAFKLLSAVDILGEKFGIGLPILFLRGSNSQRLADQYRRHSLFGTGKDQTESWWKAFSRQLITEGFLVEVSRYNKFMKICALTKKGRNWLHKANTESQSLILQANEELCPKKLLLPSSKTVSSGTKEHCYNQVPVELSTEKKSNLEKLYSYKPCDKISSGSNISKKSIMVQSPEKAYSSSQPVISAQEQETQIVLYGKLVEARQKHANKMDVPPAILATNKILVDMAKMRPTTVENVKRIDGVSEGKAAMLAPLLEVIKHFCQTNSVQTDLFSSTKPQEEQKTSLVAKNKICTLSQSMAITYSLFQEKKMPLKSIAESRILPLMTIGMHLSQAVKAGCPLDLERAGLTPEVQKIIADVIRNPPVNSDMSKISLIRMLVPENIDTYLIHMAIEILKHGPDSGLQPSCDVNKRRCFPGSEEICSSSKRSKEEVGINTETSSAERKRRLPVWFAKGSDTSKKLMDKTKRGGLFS
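Fluorescence dequenching readout, ex 525 nm/em 598 nm, kinetic mode: forked duplex DNA (100 nM final) with adjacent fluorophore and quencher unwound by WRN (20 nM final) with 2 mM ATP. Compound preincubation 15 min, room temperature.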
PI5P4Ka inh: blocks human PI5P4K alpha kinase activity; AID 652105; actives 1.2% (n = 330,000); max response, %; P48426; PI5P4Kalpha enzyme, ADP-Glo luminescence, 60 min; stronger effect = lower value; active means max response of -50% or lower; inconclusive means between -30% and -50%; inactive means -30% or higher; further: value at the top dose of about 77 µM; on the % scale 0 is the no-effect control and ±100 the full control effect
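ADP-Glo luminescence end-point read after a 60 min room-temperature kinase reaction of PI5P4Kalpha plus substrate, initiated with ATP at 5 microM final. Buffer: 0.038 M HEPES pH 7.4, EGTA, 0.1% CHAPS, 5% DMSO.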
FUS suppressor: FUS proteinopathy suppression in yeast; S. cerevisiae FUS-expressing, growth rescue, OD600, 24 h; Potency, µM (doses to about 76.6 µM), inactives show top-dose growth rescue (activation), usual class: activators; actives 0.24% (n = 390,000);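 further: potency means the concentration at half of the fitted maximal effect; plate controls were DMSO vehicle for no effect and reference control for full effect; nearly all actives have a fitted effect of over 55% in size; some results filed as inactive show a strong effect at the top dose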
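FUS-expressing yeast, raffinose-pregrown, induced in 2% galactose minimal medium at OD 0.005; compounds in a dilution series, 24hr at 30C. Growth restoration read as absorbance at 600 nm. CP55940 positive control, DMSO negative.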
IL2 activator: activates IL-2 in a cell-based reporter assay; IL-2 activation reporter assay, cell-based qHTS; stimulated with anti-CD3/CD4/CD28 beads; in transgenic mouse T cells; actives 0.065% (n = 360,000); activation, % (series mostly up to about 46 µM); AID 652025; in the data active means activation above about 50%; inconclusive means mostly about 30% to 49%; further: 0% is about no effect
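Using fluorescent plate cytometry, EGFP and DsRed are detected in transgenic mouse T cells stimulated 18 h at 37 degrees C with antibody-coated beads after 60 min compound pretreatment.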
* = called active by the depositor; ? = inconclusive; nt = no result given; [ ] = remark or other dose. Unless noted, the call rests on the fitted dose curve; in most records, active means well fitted curve in the direction sought with a large enough effect; inconclusive means small, poorly fitted or top-dose-only effect, or another doubt; inactive means no such curve, though single readings can be large; an effect the other way counts as inactive or inconclusive.

SMILES	PLK1 PBD inh	Abeta rescue	EPAC1 agonist	aSyn rescue	EPAC1 antagonist	WRN inhibitor	PI5P4Ka inh	FUS suppressor	IL2 activator
CN1C(C(=O)NCc2ccc(OC(F)(F)F)cc2)CC2Cn3c(nc4ccccc43)C21 (stereo not given)	2%	-9%	-13%	5%	1%	4%	0	-9%	0.1
C=CCNC(=S)NC1CC(C)(C)NC(C)(C)C1	0%	6%	2%	-10%	11%	-3%	2	26%	0.6
O=C(Nc1cc([N+](=O)[O-])ccc1F)C1CC1	-5%	-8%	3%	-4%	?	-19%	3	nt	7.3
CCCc1cc(=O)[nH]c(SCC(=O)Nc2ccc(OC(F)F)cc2)n1	-10%	-3%	-5%	-6%	0%	3%	-17	20%	-4.2
Cc1cc(C)cc(N(CC(=O)NC2CCCCC2)C(=O)CNC(=O)c2ccco2)c1	-9%	8%	7%	2%	8%	8%	-8	21%	0.9
Cc1ccc(S(=O)(=O)N2CCN(Cc3cccc(F)c3)CC2)cc1	-3%	14%	-10%	10%	-10%	-1%	3	11%	2.4
Cc1cc(F)ccc1NC(=O)CCc1ccc(S(=O)(=O)N2CCOCC2)cc1	-9%	10%	9%	4%	-28%	6%	-1	-17%	2.4
CCC(C)(C)NC(=O)c1ccc2c(c1)OCCO2	4%	-5%	-1%	2%	0%	-18%	-2	-4%	-0.1
Cc1cc(N2CCOCC2)n2ncc(-c3ccccc3Cl)c2n1	-4%	5%	7%	11%	-23%	-1%	7	15%	3.6
Cc1ccc(-c2nc3ncccc3o2)cc1NC(=S)NC(=O)c1ccco1	?	-5%	-4%	5%	-9%	-15%	-3	30%	-2.0
CCOCCn1c(CN2CCN(c3cccc(Cl)c3)CC2)nc2c1c(=O)n(C)c(=O)n2C	-4%	-6%	-12%	1%	-13%	2%	0	19%	-3.7
CC(C)(C)C(=O)COC(=O)C1CC(=O)N(c2ccccc2)C1 (stereo not given)	0%	4%	-7%	0%	-5%	10%	4	-29%	1.1
COc1ccc(-c2cn3c(C)c(C(=O)Nc4cccc(C)n4)sc3n2)cc1	-12%	-19%	13%	-13%	-5%	-18%	nt	?	-0.6
Cc1c(C(=O)N2CCCC2)oc2ccc(Br)cc12	-10%	-10%	2%	4%	-9%	-4%[11.6 µM]	-61*	35%	4.3
COc1ccc(S(=O)(=O)NCc2ccncc2)cc1NC(=O)c1ccccc1C	-16%	-3%	1%	-3%	-3%	-5%	-1	-5%	-1.8
COCCNc1nnc(SCC(=O)Nc2nnc(-c3ccccc3)o2)s1	-2%	-6%	7%	-2%	7%	-5%	2	-15%	-2.5
COc1ccc(CNC(=O)COC(=O)c2c[nH]c(=O)[nH]c2=O)cc1OC	1%	10%	-11%	0%	6%	9%	0	-10%	-0.5
N#Cc1c(-c2ccccc2)nc(SCC(=O)Nc2ccc(OC(F)(F)Cl)cc2)[nH]c1=O	?	-12%	-5%	3%	?	0%[11.6 µM]	?	-1%	-0.4
Cn1c(SCCN2CCCC2)nnc1C1CCN(S(=O)(=O)c2ccc(F)cc2)CC1	4%	6%	-8%	-1%	9%	-4%	-8	-2%	-0.5
CN(C)CCOc1cc(Cl)cc(Cl)c1	-8%	-10%	-7%	5%	14%	1%	1	-4%	-1.4
COc1cccc(CN2C(=NC(=O)C3CC3)SC3CS(=O)(=O)CC32)c1 (stereo not given)	-10%	-4%	2%	0%	15%	3%	-1	9%	-3.8
CCCc1c(-c2ccccc2F)ncn1Cc1ccccc1OC	-1%	22%	-3%	-1%	-2%	-3%	4	0%	-0.5
O=C(N/N=C/C1CCCCC1)c1cc(Cl)ccc1O	0%	10%	-6%	-17%	8%	-11%	7	-2%	-0.3
C[C@@H]1Cn2cnc(C(=O)Nc3ccccc3)c2C(=O)N1	5%	-3%	0%	1%	0%	-3%	1	8%	-2.4
CCn1ccc(C(=O)Nc2ccc3c(c2)CCC3)n1	3%	-4%	-3%	-8%	19%	10%	3	-11%	-1.9

Sorted by molar mass (ascending): 3 of the compounds above.
SMILES	PLK1 PBD inh	Abeta rescue	EPAC1 agonist	aSyn rescue	EPAC1 antagonist	WRN inhibitor	PI5P4Ka inh	FUS suppressor	IL2 activator
COc1ccc(CNC(=O)COC(=O)c2c[nH]c(=O)[nH]c2=O)cc1OC	1%	10%	-11%	0%	6%	9%	0	-10%	-0.5
Cc1ccc(-c2nc3ncccc3o2)cc1NC(=S)NC(=O)c1ccco1	?	-5%	-4%	5%	-9%	-15%	-3	30%	-2.0
CN1C(C(=O)NCc2ccc(OC(F)(F)F)cc2)CC2Cn3c(nc4ccccc43)C21 (stereo not given)	2%	-9%	-13%	5%	1%	4%	0	-9%	0.1

(list continues)
SMILES	PLK1 PBD inh	Abeta rescue	EPAC1 agonist	aSyn rescue	EPAC1 antagonist	WRN inhibitor	PI5P4Ka inh	FUS suppressor	IL2 activator
CN(C)S(=O)(=O)c1ccc(Cl)c(NC(=O)COC(=O)CN2C(=O)NC(C)(C)C2=O)c1	-4%	-6%	4%	-6%	-22%	6%	-3	10%	0.1
COc1ccc(CCNC(=O)CCn2cccc2)cc1OC	-1%	7%	-1%	0%	-5%	10%	8	-1%	1.3
COc1cc(C2NC(=O)NC(C)=C2C(=O)NCc2ccccc2)c(Cl)cc1O (stereo not given)	-5%	-13%	-1%	-10%	8%	-2%[57.1 µM]	nt	8%	0.8
Cc1cccc(C(=O)OCC(=O)NNC(=O)c2cccs2)c1O	3%	8%	-2%	6%	-2%	-6%	2	6%	-2.0
COCc1cc(C)nc2sc(C(=O)Nc3ccccc3F)c(N)c12	-2%	-4%	21%	-8%	-5%	-7%	8	1%	0.9
CC1=CCC(C(=O)O)C(C(=O)O)C1 (stereo not given)	-5%	-15%	-3%	-1%	1%	3%	-2	-6%	-0.6
CCC(C)NC(=O)c1cc2cc3ccc(OC)cc3nc2o1 (stereo not given)	-1%	-10%	-1%	-3%	-27%	-9%	3	16%	-2.5
Cc1cc(C)nc(/N=C(\N)N2CCc3ccccc32)n1	3%	-4%	13%	3%	-1%	-5%	4	-6%	-0.3
O=c1ccnc(SCCc2ccccc2)[nH]1	-3%	-1%	10%	-1%	-1%	-2%	-1	-24%	-0.8
CCOC(=O)CCC(=O)N1CCOCCOCCN(C(=O)CCC(=O)OCC)CCOCC1	-3%	14%	-5%	-5%	6%	10%	0	1%	-2.6
Cc1ccc(N(CC(=O)N2CCN(Cc3ccccc3)CC2)S(C)(=O)=O)cc1C	0%	-9%	9%	5%	12%	1%	-4	-16%	0.4
Cc1c(Cl)cccc1NC(=S)NCc1ccc2c(c1)OCO2	-2%	16%	10%	9%	4%	-9%	4	5%	1.3
CCN(CC(=O)Nc1ccccc1C(F)(F)F)C(=O)CN1C(=O)NC(C)(c2ccccc2)C1=O (stereo not given)	-8%	-4%	3%	-3%	-5%	-12%	8	19%	0.3
O=C(COC(=O)c1cccc(NS(=O)(=O)c2ccc(F)c(F)c2)c1)NC(=O)NC1CCCCC1	-6%	-2%	7%	-6%	-12%	-23%	-16	?	1.6
O=C(O)CSc1nnc(Cn2cnc3ccccc32)n1CCc1ccccc1	-5%	8%	4%	4%	5%	-1%	3	-12%	3.6
COC(=O)c1sc(S(=O)(=O)NCc2cccs2)c(C(=O)OC)c1C	-3%	9%	11%	10%	9%	-1%	nt	14%	0.8
CCN(CC)c1ccc(C=Nc2ccc(N(C)C)cc2)c(O)c1	67%[activator]	-8%	5%	2%	15%	-5%	-1	?	-1.6
Cn1nc(C(C)(C)C)cc1NC(=O)C1(C)CCN1C(=O)CCc1ccccc1 (stereo not given)	-8%	-10%	-3%	10%	-15%	1%	0	13%	1.2
COc1cc2cc(CCCOC(=O)c3cccc(Br)c3)oc(=O)c2cc1OC	-8%	2%	4%	?	-8%	-11%	8	?	-0.9
CC1(C)Cc2c(ccc3ccccc23)C(NNC(=O)c2cccnc2)=N1	-5%	24%	6%	-1%	-1%	-15%[57.1 µM]	1	-18%	-2.7
O=S1(=O)C[C@@H](N2CCN(c3ccccn3)CC2)[C@H](COCc2ccccc2)N1	-11%	6%	-7%	-4%	22%	-4%	-3	-25%	-1.0
O=C(NNC1=NS(=O)(=O)c2ccccc21)c1cccc([N+](=O)[O-])c1	0%	8%	4%	-1%	0%	1%	5	-18%	1.1
COc1ccc(CCN2CC(C(=O)NCC(c3ccccc3)N(C)C)CC2=O)cc1OC (stereo not given)	-11%	20%	0%	-4%	-7%	8%	-1	6%	-0.3
Cn1c(CNC(=O)C2CCCCC2)cc2cc(Cl)ccc21	-2%	4%	-6%	8%	-9%	-15%	-3	-10%	-0.3
CCOC1(OCC)N=C(N)C2(C#N)C(c3cccc(OC)c3OC)C12C#N (stereo not given)	-10%	-10%	0%	-9%	12%	-10%	-1	10%	3.7
(further entries)
SMILES	PLK1 PBD inh	Abeta rescue	EPAC1 agonist	aSyn rescue	EPAC1 antagonist	WRN inhibitor	PI5P4Ka inh	FUS suppressor	IL2 activator
CCN(CC)C(=O)C1=C(C)N(CCC2=CCCCC2)C(=O)C(CC(=O)NCc2ccco2)C1 (stereo not given)	-2%	3%	3%	0%	4%	-3%	12	8%	-1.2
Cc1cccc(OCC(=O)NNC(=O)CCc2ccccc2)c1	1%	-9%	9%	0%	14%	-19%[57.1 µM]	0	9%	-2.1
Nc1c(NC(=O)CC[n+]2ccccc2)cccc1[N+](=O)[O-]	1%	-5%	-8%	2%	3%	2%	-2	nt	0.0
CC1(C)COC2(OC1)C(=O)Nc1ccccc12	-9%	-2%	6%	-12%	-3%	-9%	3	-5%	2.2
CN(CC(=O)Nc1ccccc1Br)C(=O)CCc1nc2ccccc2c(=O)[nH]1	-3%	-2%	?	1%	-13%	7%	2	-2%	-0.9
COc1cc(-c2nc3cccc(C)n3c2NCC2CCCO2)ccc1O (stereo not given)	-1%	7%	9%	0%	-4%	-9%	2	4%	0.7
CCCCn1c(N)c(N(CC(C)C)C(=O)CCNC(=O)c2ccccc2Cl)c(=O)[nH]c1=O	-4%	-3%	-3%	1%	7%	-12%	-10	40%	0.3
CC(=O)N[C@@H](CC(=O)O)C(=O)O	1%	-14%	-16%	5%	14%	-5%[11.6 µM]	10	-50%	0.0
